Diaphorase inh = diaphorase inhibitors and chemical oxidizers, primary screen, counter-screen for diaphorase-coupled primary assays, biochemical, uHTS, resorufin fluorescence. diaphorase resazurin-to-resorufin fluorescence, NADH, 16 min; bacterial (C. kluyveri) enzyme, not human. inhibition, % at 20 µM. 0.69% of 190,000 active. AID 1217, 2008;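 active = primary screen inhibition at 20 µM above a set limit, cut at about 50% in these data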;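 also: plate controls were DMSO with full reaction for no effect and wells lacking NADH for full effect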
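Test system: bacterial diaphorase enzyme (C. kluyveri); Quantity: 0.14 U/mL diaphorase, enzyme working solution; Times: reaction incubation of 16 min at room temperature; Measured by: fluorescence of resorufin formed from resazurin, Ex 544/Em 590 nm; Benchmarks: positive control minus NADH, DMSO neutral control.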
Lmaj promast = Leishmania major promastigote growth inhibition, primary screen; Leishmania major promastigotes, resazurin fluorescence viability; inhibition, % at 10 µM; 9% of 200,000 active; AID 1063, 2008;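 also: promastigotes grown with compound for 44 hours at 28 °C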
Hsp70 act = Hsp70 transcriptional activators, primary screen, cell-based, HeLa, Hsp70 promoter luciferase, luminescence, 10 µM. HeLa Hsp70 promoter luciferase reporter; scaled: vehicle 0, proteasome-inhibitor control 100%. activation, % at 10 µM. AID 1203, 2008. 0.04% of 200,000 active;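 active = activation above the mean across all tested compounds plus 3 SD, cutoff set per campaign, cut at about 5.5% in these data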;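 also: 100% = MG132 at 30 µM as the positive control and 0% = DMSO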
G6PDH counter = L. mesenteroides G6PDH inhibitors, counter-screen for G6PDH-coupled screening assays, biochemical, Leuconostoc mesenteroides enzyme; Purified L. mesenteroides G6PDH, diaphorase/resazurin coupled fluorescence, 45 min; inhibition, % at 5 µM; 0.12% of 200,000 active; AID 1020, 2008
Redox H2O2 prof = compounds producing H2O2 with reducing agent – biochemical, NIH compound library profiling, artefact control for MLSCN library redox annotation, primary screen; 0.03% of 200,000 active; DTT-dependent redox cycling H2O2, phenol red/HRP absorbance; 100% = 100 µM peroxide control, 0% = buffer; activation, % at 10 µM;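 active = activation of at least 50% relative to the plate's high and low controls in the primary single-dose screen; inactive = activation below 50%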;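 also: compound incubated with DTT at 0.8 mM final as the reducing agent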
S1P3 antagonist = S1P3 receptor antagonists, primary screen, cell-based; Sphingosine 1-phosphate receptor 3 (Homo sapiens), Q99500; CHO S1P3 NFAT-BLA reporter, FRET fluorescence, antagonist mode; inhibition, % at 4.98 µM; 0.27% of 170,000 active;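 active = inhibition above the plate cutoff, the mean inhibition of test wells on that plate plus 3 SD, cut at about 28% in these data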;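 also: cells challenged with S1P at its EC80 of 0.8 µM; blue over green emission ratio from cleaved BLA substrate after 4 h stimulation; 0% = S1P-stimulated wells and 100% = unstimulated DMSO-only wells; some compounds past the cut are filed as inactive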
RAM inhibit = inhibitors of the yeast RAM network, primary screen, dse1pr::URA3 reporter, 5-FOA selection; S. cerevisiae dse1pr::URA3 reporter, 5-FOA growth OD615, 2 d; analog-sensitive cbk1-as2 kinase mutant strain; inhibition, % at 50 µM; 1.8% of 190,000 active; AID 868, 2007;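 active = inhibition above a set limit, 3 SD over mean compound inhibition, cut at about 8.4% in these data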;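 also: 0% = DMSO-only wells with no growth and 100% = 10 µM 1-NA-PP1 full growth; inhibition rescues growth on 5-FOA so higher OD means more RAM inhibition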
Diaphorase act = compounds boosting diaphorase resazurin reduction – biochemical, uHTS, resorufin fluorescence, counter-screen for diaphorase-coupled primary assays, primary screen; Diaphorase/resazurin coupled assay, 16 min; stronger effect = higher value; 1 = vehicle wells, 0 = NADH-free wells; activation factor at 20 µM; 0.005% of 190,000 active; AID 1229, 2008;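 active = diaphorase activity raised at least twofold by the compound at 20 µM; inactive = activation factor below 2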
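Material: purified diaphorase enzyme from Clostridium kluyveri / Medium: HEPES pH 7.4 buffer with MgCl2 and Tween 20 / Schedule: enzyme reaction of 16 min at room temperature / Measured by: resorufin fluorescence, excitation 544 nm, emission 590 nm / Evaluation: rise in resorufin formation, marking diaphorase activation or chemical reduction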
TLR4 MyD88 comp = inhibitors of TLR4-MyD88 association in cells, primary screen, cell-based, HeLa CL3-4, BLA complementation, FRET ratio. inhibition, % at 8.4 µM. HeLa CL3-4 TLR4/MyD88 BLA complementation. Toll-like receptor 4 (Homo sapiens) + Myeloid differentiation primary response protein …. 0.18% of 200,000 active; in the data active = inhibition above about 25%;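 also: 0% = vehicle and 100% = reference inhibitor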
Target sequence (O00206 whole entry, looked up): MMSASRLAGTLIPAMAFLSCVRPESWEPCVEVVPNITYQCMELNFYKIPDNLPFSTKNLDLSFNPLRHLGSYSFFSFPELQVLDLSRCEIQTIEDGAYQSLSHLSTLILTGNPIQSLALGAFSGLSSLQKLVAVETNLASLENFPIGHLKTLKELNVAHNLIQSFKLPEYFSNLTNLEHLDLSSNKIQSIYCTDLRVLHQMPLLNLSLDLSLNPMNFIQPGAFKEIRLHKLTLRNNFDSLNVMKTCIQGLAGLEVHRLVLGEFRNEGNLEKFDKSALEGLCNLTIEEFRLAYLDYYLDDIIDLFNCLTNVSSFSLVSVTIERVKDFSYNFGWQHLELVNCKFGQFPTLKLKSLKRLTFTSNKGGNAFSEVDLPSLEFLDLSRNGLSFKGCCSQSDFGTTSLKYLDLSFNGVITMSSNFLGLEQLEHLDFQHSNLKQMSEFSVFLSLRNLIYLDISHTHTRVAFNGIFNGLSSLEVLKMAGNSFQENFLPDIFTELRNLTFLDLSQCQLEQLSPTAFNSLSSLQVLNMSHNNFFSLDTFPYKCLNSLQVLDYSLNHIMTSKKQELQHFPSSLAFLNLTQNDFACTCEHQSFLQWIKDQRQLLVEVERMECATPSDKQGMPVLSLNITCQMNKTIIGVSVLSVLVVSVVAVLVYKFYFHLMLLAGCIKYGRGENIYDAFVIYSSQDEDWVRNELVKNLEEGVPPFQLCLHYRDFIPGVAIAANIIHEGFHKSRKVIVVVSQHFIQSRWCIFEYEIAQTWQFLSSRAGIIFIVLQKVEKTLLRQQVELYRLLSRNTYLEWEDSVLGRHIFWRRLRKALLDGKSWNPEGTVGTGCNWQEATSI
Target sequence (Q99836 whole entry, looked up): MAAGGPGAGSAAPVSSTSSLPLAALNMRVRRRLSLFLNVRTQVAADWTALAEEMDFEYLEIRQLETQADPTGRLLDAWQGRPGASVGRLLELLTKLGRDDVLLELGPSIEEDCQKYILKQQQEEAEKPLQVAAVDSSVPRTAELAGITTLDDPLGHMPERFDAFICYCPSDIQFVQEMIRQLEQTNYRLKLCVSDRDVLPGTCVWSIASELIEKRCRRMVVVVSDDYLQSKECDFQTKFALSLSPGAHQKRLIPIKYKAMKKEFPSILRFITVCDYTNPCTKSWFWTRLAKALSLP
PMI act = activators of human PMI, primary screen, biochemical, fluorescence intensity, near-Km mannose 6-phosphate; Mannose-6-phosphate isomerase (Homo sapiens), P34949; purified human PMI, coupled resazurin fluorescence, 20 min; stronger effect = higher value; 1 = vehicle control, 0 substrate-free wells; activation factor at 20 µM; 0.005% of 190,000 active; AID 1214, 2008;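 active = activation factor of 2 or more at 20 µM, relative to plate controls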
PMI act satM6P = human PMI activators, high substrate, primary screen, biochemical, fluorescence intensity, near-saturating mannose 6-phosphate; Mannose-6-phosphate isomerase (Homo sapiens), P34949; coupled PMI enzyme assay, resazurin fluorescence, 20 min; stronger effect = higher value; 1 = untreated enzyme, 0 = substrate-free blank; activation factor at 20 µM; 0.34% of 190,000 active; AID 1216, 2008;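 active = activation factor of 2 or more at 20 µM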
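Test system – human PMI in coupled enzyme assay · Timing – 20 min incubation at room temperature · Detection – Diaphorase-driven resazurin-to-resorufin fluorescence, excitation 544, emission 590 nm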
An asterisk follows results filed as active; nt = not tested or not shown. Rule as the data show it, unless noted: active = inhibition above about 50%; inactive = the rest.

SMILES	Diaphorase inh	Lmaj promast	Hsp70 act	G6PDH counter	Redox H2O2 prof	S1P3 antagonist	RAM inhibit	Diaphorase act	TLR4 MyD88 comp	PMI act	PMI act satM6P
N#C/C(=C\c1ccc(Cl)c([N+](=O)[O-])c1)c1ccccn1	-7.7	27.8	-0.2	-3.8	-0.3	-2.6	4.3	1.1	24.8	1	1
CC1CCCC(C)N1C(=O)COC(=O)C(Cc1ccccc1)NC(=O)c1cccs1 (stereo not drawn)	13.3	0.7	-0.3	22.1	0.2	-9.2	1.2	0.9	1.6	0.8	0.9
Oc1cccc(/C=N/N(Cc2ccccc2)c2ccccc2)c1	16.4	8.1	-0.2	-1.2	0.6	-6.4	5.9	0.8	-14.7	0.9	0.9
CC(C)CCNC(=O)NC(=O)CSc1nnc2ccccn12	7.2	-3.1	-0.1	7.9	-0.9	-0.1	3.3	0.9	2.7	1	1
COC(=O)Cc1ccc(NC(=S)NCCCO)cc1	8.1	-5.4	-0.3	9.0	-18.1	nt	0.6	0.9	9.5	1	1
CCN=C1SCC(=O)N1c1ccc(OC)cc1	12.2	-6.7	-0.2	4.6	-0.8	5.1	1.0	0.9	-0.3	1	0.9
CCN(CC)CCCN(Cc1cc2cc3c(cc2[nH]c1=O)OCO3)C(=S)Nc1ccccc1	5.5	0.8	-0.2	6.8	-0.3	-8.9	-0.1	0.9	-10.0	1	1.1
COc1ccc(C(CC(=O)Nc2ccc(C)cc2)NC(=O)C(F)(F)F)cc1 (stereo not drawn)	9.5	27.4	0.1	-0.2	-0.1	-1.3	3.5	0.9	8.9	1.1	1
COc1ccc(C(=O)N2CCCC(c3nc(-c4ccc(OC)c(OC)c4)no3)C2)c(OC)c1 (stereo not drawn)	4.3	86.7*	-0.1	-1.1	-0.6	-26.1	2.3	1	9.5	1	1
CCCC(=O)N1CCN(c2ccc(NC(=O)c3ccccc3)cc2)CC1	4.4	-5.8	0.4	2.6	2.6	4.8	1.1	1	7.1	1	1
Cc1ccc2ccc(S(=O)(=O)n3nc(C)cc3C)cc2c1	19.9	8.6	-0.2	5.6	-1.9	-23.3	3.3	0.8	-8.4	0.9	0.9
CCOC(=O)c1c(C)c(C#N)c2c3ccccc3ccn12	7.1	-6.1	-0.3	-0.7	-8.7	nt	3.3	0.9	-2.0	1	1
Cn1c(=O)oc2cc(S(=O)(=O)N3CCC(C(=O)N4CCc5ccccc5C4)CC3)ccc21	8.9	-10.1	-0.2	4.0	-3.0	nt	0.3	0.9	-11.7	1	1.1
COc1ccc(-c2noc(CSc3nnc(CCc4ccccc4)n3-c3ccccc3)n2)cc1OC	25.6	72.0*	-0.5	1.0	2.2	-7.2	1.8	0.7	3.1	0.8	0.8
O=c1[nH]c(SCc2nc3ccccc3c(=O)n2-c2ccccc2C(F)(F)F)nc2ccccc12	19.7	23.0	0.3	-17.3	-0.5	-10.3	4.7	0.8	-20.6	0.9	1
O=C1C(Oc2ccccc2)C(c2cccs2)N1Cc1ccc2c(c1)OCO2 (stereo not drawn)	-0.1	-4.6	-0.1	6.9	-4.6	nt	2.1	1	0.9	1	1
CCOc1ccc(S(=O)(=O)N(C)c2ccc(OCC(=O)NCC3CCCO3)cc2)cc1 (stereo not drawn)	2.9	-5.3	-0.2	2.2	-0.4	-3.7	5.0	1	-12.2	1	1.1
O=S(=O)(Nc1ccc(C(F)(F)F)cc1)c1cnc[nH]1	8.2	-1.0	-0.2	4.9	-1.9	-21.2	-0.6	0.9	16.2	1.1	1.2
O=C(NCc1cccs1)c1cc(-c2ccccc2)nc2ccccc12	17.2	-0.3	-0.5	2.4	0.7	16.3	3.7	0.8	-4.4	0.9	1
COc1ccc(-c2nnc3ccc(SCC(=O)Nc4nccs4)nn23)cc1OC	6.3	-0.1	-0.2	0.0	0.2	-1.1	4.5	0.9	6.6	0.9	0.9
CC(C)(C)C(=O)Nc1ccc(C(=O)NNC(=O)c2ccccc2)cc1	1.8	-3.6	-0.2	2.3	-2.3	-5.9	1.9	1	6.2	1.1	1.1
O=C1N/C(=C/c2ccc(N3CCCC3)cc2)C(=O)N1c1ccccc1	12.6	69.2*	-0.2	-3.6	1.1	-9.1	3.9	0.9	13.2	1	0.9
COC(=O)c1sc2nc(CN3CCN(c4cccc(C(F)(F)F)c4)CC3)[nH]c(=O)c2c1C	-2.6	-5.0	-0.3	-16.4	-0.1	15.6	3.0	1	-10.9	1.2	1.4
Cc1csc(OCc2ccc(C#N)cc2)n1	10.8	-5.3	-0.3	-7.5	0.1	2.6	-0.3	0.9	-1.1	1	1
COc1ccc(OCC(=O)Nc2ccc3c(c2)nc(CCN2CCOCC2)n3C)cc1	11.3	52.1*	-0.2	-8.3	0.8	-38.3	-0.9	0.9	-6.7	1	0.9
CCOC(=O)c1sc(-c2ccc(F)cc2)cc1N	19.4	19.7	0.2	5.5	0.0	nt	0.8	0.8	-2.3	0.9	0.9
CC(C)C(=O)N1CCN(c2ccccc2NC(=O)Cc2ccc(Cl)cc2)CC1	10.9	17.9	-0.3	9.6	-0.9	7.8	-1.7	0.9	-3.1	1	1
CCC(C)c1ccc(NC(=S)Nc2ccc(OC)cc2C)cc1 (stereo not drawn)	4.2	37.4	-0.3	30.6	0.7	0.7	5.3	1	8.0	0.9	0.9
Cc1cccc(OCCCC(=O)O)c1C	7.8	-1.0	-0.1	4.8	0.3	-17.7	0.5	0.9	17.9	0.9	0.9
Cc1nnc(Sc2c(-c3ccccc3)c3ccc(Cl)cc3[nH]c2=O)s1	10.6	4.5	-0.1	8.7	2.7	nt	-0.8	0.9	0.3	0.9	0.9
Cc1c([N+](=O)[O-])cc(C(=O)Oc2cccc(C(=S)N3CCOCC3)c2)cc1[N+](=O)[O-]	19.0	-7.2	0.0	11.0	-0.1	-7.8	-1.4	0.8	4.5	0.9	0.9
COC(=O)c1ccccc1SC1CC(=O)N(c2ccccc2)C1=O (stereo not drawn)	-7.6	14.8	-0.2	11.5	0.3	-21.0	0.9	1.1	-15.2	1.1	1.2
CCCn1c(SCC(=O)Nc2ccc(Cl)cc2)n[nH]c1=O	-5.6	-3.2	-0.2	-5.8	-0.6	-10.3	-0.4	1.1	4.8	1.1	1
O=S(=O)(Cc1ccccc1)N1CCC(N2CCN(c3ccccc3)CC2)CC1	14.3	98.0*	0.0	-10.2	-0.3	11.0	3.3	0.9	-0.2	1	0.9
CCOC(=O)CN1N=C(c2ccc(Cl)s2)CSC1=O	9.7	36.6	0.3	12.0	0.2	2.1	1.9	0.9	6.3	0.9	0.9
O=C(NCCCN1CCOCC1)c1cc(-c2ccc(O)cc2)on1	6.5	-4.1	0.3	-6.4	-0.5	-6.8	2.9	0.9	-9.4	0.9	0.9
COc1ccc2nc(N3C(=O)CC(Cc4cc(C)cc(C)c4)C3=O)sc2c1 (stereo not drawn)	3.1	-0.3	0.1	2.5	1.0	nt	3.8	1	3.6	1	1
CC1=NN(c2ccc([N+](=O)[O-])cc2)C(c2ccccc2)C1 (stereo not drawn)	-0.2	8.4	-0.2	11.2	-0.7	9.2	2.3	1	-5.0	1.1	0.9
O=C(COc1ccc(F)cc1Br)N1CCc2ccccc21	6.8	-3.7	0.1	-21.7	0.7	1.7	4.1	0.9	1.3	1	1
CN1C/C(=N\S(=O)(=O)c2ccccc2)N(C)C1=O	7.7	-3.6	-0.3	-9.8	0.2	1.4	-0.4	0.9	9.6	1.1	1.1

An excerpt of these results, with two lines to a compound.
Every second line gives: Diaphorase inh	Lmaj promast	Hsp70 act	G6PDH counter	Redox H2O2 prof	S1P3 antagonist	RAM inhibit	Diaphorase act	TLR4 MyD88 comp	PMI act	PMI act satM6P
O=C(NCCCN1CCOCC1)c1cc(-c2ccc(O)cc2)on1
  6.5	-4.1	0.3	-6.4	-0.5	-6.8	2.9	0.9	-9.4	0.9	0.9
COc1ccc2nc(N3C(=O)CC(Cc4cc(C)cc(C)c4)C3=O)sc2c1 (stereo not drawn)
  3.1	-0.3	0.1	2.5	1.0	nt	3.8	1	3.6	1	1
CC1=NN(c2ccc([N+](=O)[O-])cc2)C(c2ccccc2)C1 (stereo not drawn)
  -0.2	8.4	-0.2	11.2	-0.7	9.2	2.3	1	-5.0	1.1	0.9

(cont.)
SMILES	Diaphorase inh	Lmaj promast	Hsp70 act	G6PDH counter	Redox H2O2 prof	S1P3 antagonist	RAM inhibit	Diaphorase act	TLR4 MyD88 comp	PMI act	PMI act satM6P
CN(C)c1ccc(P(=O)(CC(=O)N/N=C/c2ccc(C#N)cc2)OCCCl)cc1 (stereo not drawn)	1.6	-2.2	0.1	0.0	-3.7	-12.6	0.2	1	-8.8	1	1.1
COc1ccc(Cl)cc1C(=O)N1CCN=C1SC	22.5	37.5	-0.3	-11.6	0.0	-18.1	2.2	0.8	1.4	0.9	0.9
COC(=O)Cc1c(O)ccn(Cc2ccc(F)cc2)c1=O	-13.1	-0.7	-0.1	5.5	-4.3	nt	-1.7	1.1	3.8	1.1	1.1
Cn1cccc1Cc1nnc(SCC(N)=O)n1CCc1ccccc1	8.1	-3.6	-0.1	-2.3	-0.7	-35.8	0.0	0.9	9.1	1	0.9
Cc1c(NC(=S)NC(=O)c2cc3ccccc3o2)c(=O)n(-c2ccccc2)n1C	30.1	52.6*	-0.1	6.0	0.2	-1.0	2.1	0.7	-8.6	0.9	0.9
C#CCOCCOCCOCCNc1nc(N2CCOCC2)nc(N2CCN(C(=O)[C@H](Cc3ccc(O)cc3)n3cc([C@@H](N)C(C)CC)nn3)CC2)n1 (stereo partly drawn)	78.7*	5.4	-0.2	8.9	-0.3	-11.0	2.0	0.2	2.5	1.2	1.1
Cc1ccc2[nH]c(=O)c(CN(C(=O)c3cccs3)c3ccccc3)cc2c1	-1.9	11.1	0.1	6.1	0.2	7.1	4.1	1	0.9	0.9	1
